Assay outcomes deposited in PubChem by several laboratories.
MEX-5 binding – C. elegans MEX-5 TCR-2 RNA binding activity; MEX-5/FITC-TCR2 RNA binding, fluorescence polarization; hits give low values; activity score (negative = inhibition of binding), % at 10 µM; 300,000 tested, 0.38% active;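 active = inhibition past about -25% in most replicates, and total fluorescence under double the plate's negative control median, limit read from the data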;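 note: 0% = DMSO and -100% = 5 µM competing unlabeled TCR2 RNA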
Target sequence (Q9XUB2 whole entry, looked up): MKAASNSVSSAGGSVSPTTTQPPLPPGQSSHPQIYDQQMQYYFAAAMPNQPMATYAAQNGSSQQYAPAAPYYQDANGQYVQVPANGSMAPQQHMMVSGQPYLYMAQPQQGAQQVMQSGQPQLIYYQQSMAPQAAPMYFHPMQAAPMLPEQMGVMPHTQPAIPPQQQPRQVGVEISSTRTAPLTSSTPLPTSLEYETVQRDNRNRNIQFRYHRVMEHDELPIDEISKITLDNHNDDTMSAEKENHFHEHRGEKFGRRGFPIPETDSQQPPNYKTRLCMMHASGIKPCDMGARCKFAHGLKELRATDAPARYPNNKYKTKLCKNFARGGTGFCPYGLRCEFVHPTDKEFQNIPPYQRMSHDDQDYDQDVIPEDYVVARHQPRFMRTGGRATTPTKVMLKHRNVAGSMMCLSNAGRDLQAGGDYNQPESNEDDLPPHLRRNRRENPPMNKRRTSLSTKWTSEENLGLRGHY
PAD4 inh – PAD4 (human) enzyme inhibition; Q9UM07; recombinant PAD4, RCA probe fluorescence polarization; inhibition, % at 6.36 µM; 330,000 tested, 0.41% active;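 active = percent inhibition above a cutoff equal to the mean of all tested compounds plus 3 SD, cut at about 15% in these data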;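 note: 0% = PAD4 with RCA probe and DMSO and 100% = probe without PAD4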
Bcl-xL primary – inhibitors of human Bcl-xL. Q07817. GST-Bcl-xL / FITC-Bim BH3 peptide fluorescence polarization. inhibition, % at 10.9 µM. 320,000 tested, 0.7% active. AID 2129;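 active = inhibition above the mean of all tested compounds plus 3 SD, cutoff set per campaign, cut at about 30% in these data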;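 note: 0% = DMSO wells and 100% = unlabeled Bim-BH3 peptide competitor; inhibitors lower millipolarization by displacing the labeled peptide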
Target sequence (Q07817 whole entry, looked up): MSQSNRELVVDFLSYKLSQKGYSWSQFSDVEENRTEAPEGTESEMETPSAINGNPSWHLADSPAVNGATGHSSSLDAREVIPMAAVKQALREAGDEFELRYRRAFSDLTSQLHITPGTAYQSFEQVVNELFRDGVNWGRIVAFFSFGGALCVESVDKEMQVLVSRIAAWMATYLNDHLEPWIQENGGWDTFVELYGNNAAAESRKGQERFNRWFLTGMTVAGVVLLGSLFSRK
Fam108B counter – blocks mouse Fam108B hydrolase in RBBP9 counter-screen; recombinant Fam108B, FP-Rh probe fluorescence polarization; inhibition, % at 9.51 µM; 300,000 tested, 0.33% active; AID 1947;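 active = inhibition above the screen mean inhibition plus 3 SD, computed separately per campaign, cut at about 18% in these data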;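 note: inhibitors lower polarization as less probe binds the enzyme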
MCL1 BIM primary – inhibitors of human MCL1 binding to BIM-BH3 peptide. Q07820. GST-MCL1 / FITC-Bim-BH3 fluorescence polarization. inhibition, % at 10.9 µM. 320,000 tested, 0.68% active;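 active = inhibition above the mean inhibition of all tested compounds plus 3 SD, set per campaign, cut at about 40% in these data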;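 note: 0% = DMSO wells and 100% = unlabeled Bim-BH3 peptide control; higher means more loss of mP so more displacement of Bim peptide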
Target sequence (Q07820 whole entry, looked up): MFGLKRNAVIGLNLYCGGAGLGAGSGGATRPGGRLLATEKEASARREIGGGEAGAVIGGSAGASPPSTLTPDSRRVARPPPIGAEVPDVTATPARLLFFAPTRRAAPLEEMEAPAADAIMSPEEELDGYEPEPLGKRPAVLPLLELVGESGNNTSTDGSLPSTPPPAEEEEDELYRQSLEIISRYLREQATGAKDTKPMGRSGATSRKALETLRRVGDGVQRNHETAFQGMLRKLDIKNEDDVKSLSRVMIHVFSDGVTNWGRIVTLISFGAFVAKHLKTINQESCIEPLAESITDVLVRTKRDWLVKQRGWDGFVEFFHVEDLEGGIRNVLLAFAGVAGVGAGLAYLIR
GLD-1 RNA inh – GLD-1-TGE RNA interaction inhibition (C. elegans). purified GLD-1 + fluorescein TGE RNA, fluorescence polarization. inhibition, % at 5.96 µM. 320,000 tested, 0.44% active. AID 2280;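 active = percent inhibition above a per-plate cutoff, the plate mean of test compounds plus 3 SD, cut at about 30% in these data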;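 note: 0% = DMSO wells with GLD-1 and probe and 100% = wells lacking GLD-1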
GSTO1 inh – blocks human GSTO1 in RBBP9 counter-screen; recombinant GSTO1, activity-based probe fluorescence polarization; inhibition, % at 5.96 µM; 300,000 tested, 1.1% active;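 active = inhibition above the campaign mean inhibition plus 3 SD, cut at about 35% in these data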;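 note: 0% = GSTO1-1 with DMSO and 100% = wells lacking GSTO1-1 enzyme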
PME-1 inh – PME-1 (human) inhibition; Q9Y570; inhibition, % at 5.9 µM; recombinant PME-1, FP-Rh probe fluorescence polarization; AID 2130; 320,000 tested, 0.53% active;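 active = inhibition above the campaign mean of all compounds plus 3 SD, cut at about 26% in these data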;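 note: competitive labeling of PME-1 active site by serine hydrolase directed probe; 0% = PME-1 with DMSO and 100% = wells lacking PME-1 enzyme; inhibitors block probe labeling so polarization falls and inhibition rises; many of its hits are not listed in these tables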
TPT1 inh – C. albicans TPT1 enzyme inhibition; recombinant caTPT1, FP RNA substrate dephosphorylation; inhibition, % at 5 µM; 300,000 tested, 0.81% active; AID 1962;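 active = inhibition above the mean of all tested compounds plus 3 SD, set per screening campaign, cut at about 24% in these data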;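 note: plate controls were DMSO alone for no effect and ferristatin control at 100 nM for full effect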
An asterisk follows results filed as active; . = no result given. A portion of the library; count on the stated rates, not on these rows.

#	Molecule	MEX-5 binding	PAD4 inh	Bcl-xL primary	Fam108B counter	MCL1 BIM primary	GLD-1 RNA inh	GSTO1 inh	PME-1 inh	TPT1 inh
1	COc1cccc(C(=O)NCC(=O)N/N=C/c2cccc(OC(=O)c3ccc([N+](=O)[O-])cc3)c2)c1	-2.0	-2	1	-5	7	5	5	-1	1
2	CCC(=O)N1CCc2cc(S(=O)(=O)NCCC(=O)NCc3ccc(F)cc3)ccc21	2.1	-3	4	-1	2	10	-2	1	2
3	CN1CCN(NS(=O)(=O)c2ccc(Cl)s2)CC1	2.9	-5	-1	-2	10	2	-2	4	-1
4	O=C(NCc1cccnc1)c1ccc(COc2ccccc2Br)cc1	-0.5	0	3	3	-1	-6	-1	-2	-4
5	O=C1CC(C(=O)Nc2ccc(O)c(C(=O)O)c2)C(c2ccccc2)O1 (stereo not drawn)	-3.8	3	3	1	14	0	10	4	0
6	C=CCOC(=O)Cn1cnc2c(sc3nc(C)cc(C)c32)c1=O	2.3	0	-3	8	-2	2	0	1	3
7	Cn1c(=O)c2sccc2n2c(CCCC(=O)NCc3ccc(F)cc3)nnc12	-1.2	1	3	0	-2	6	9	9	-2
8	CCc1ccccc1N(CC(=O)Nc1cccnc1)S(=O)(=O)c1ccccc1	-0.6	-5	-2	-2	-7	-4	-1	5	-4
9	CCC(OC(=O)c1nsc(Cl)c1Cl)C(=O)NC(C)(C)C (stereo not drawn)	1.3	-4	6	-1	7	3	2	4	-2
10	CCCC(=O)Nc1ccc(C(=O)NCc2ccccc2Cl)cc1	-1.2	3	4	-2	1	1	-1	4	1
11	CC(C)(C)SCCNS(=O)(=O)c1ccc(F)cc1	0.8	0	2	0	-2	-5	-2	1	-1
12	O=C(Nn1c(O)c(C=C2N=c3ccccc3=N2)sc1=S)c1cccc(Cl)c1	-0.8	-14	1	15	5	-3	7	-12	8
13	Cc1c(CN2CCCC(C)C2)c(O)n(CCO)c(=O)c1C#N (stereo not drawn)	1.4	5	19	-4	11	12	10	-1	2
14	Cc1cccnc1NC(=O)c1c(O)c2ccccc2n(C)c1=O	-0.1	-6	7	8	1	5	0	-2	-4
15	COc1cc(OC)c(C2CC(=O)N3CN(c4ccc(C)cc4)CSC3=C2C#N)cc1OC (stereo not drawn)	0.0	-9	6	6	2	1	24	6	11
16	Cc1cccc(N(C)c2ccc3cc(S(=O)(=O)N4CCCC4)ccc3n2)c1	0.2	-5	1	-3	6	8	5	-1	1
17	Cc1ccc2c(=O)c(C(=O)NCc3cccs3)c[nH]c2c1	1.8	1	1	-2	-1	0	-2	-2	3
18	CCc1ccccc1NC(=O)CN1CCN(C(=O)c2cccc(-n3cnnn3)c2)CC1	.	-3	1	.	-3	2	.	-2	.
19	COc1ccccc1-c1nnc(SC2CCc3ccccc3NC2=O)s1 (stereo not drawn)	1.2	-3	1	-6	6	1	-23	-63	2
20	O=C(NCc1ccc(F)cc1)c1cc(S(=O)(=O)N2CCCCC2)ccc1Cl	.	-2	3	.	3	11	.	3	.
21	CCCCN1C(=O)C(=O)N(CC(=O)Nc2sc(CC)cc2C(=O)OCC)C1=O	-4.7	-1	5	-1	1	3	11	-4	2
22	CCc1ccc(NC(=O)CN(c2cc(C)cc(C)c2)S(=O)(=O)c2c(C)[nH]c(=O)[nH]c2=O)cc1	-4.5	-1	5	-1	1	4	-6	0	-2
23	c1ccc(-n2ncc3c2ncn2nc(CSc4nc5ccccc5s4)nc32)cc1	.	2	1	1	0	0	-3	0	1
24	C/C(=N\Nc1cccc([N+](=O)[O-])c1)c1cc2ccccc2o1	-0.1	-4	-5	0	-4	-6	-5	6	-1
25	N#Cc1ccccc1S(=O)(=O)N1CCN(C(=O)CN2CCCC2c2cccs2)CC1 (stereo not drawn)	.	-7	-14	.	-20	-6	.	-3	.
26	Cc1ccc(Cc2nnc3n(-c4cccc(C)c4)nc(C(=O)c4ccccc4)n3c2=O)cc1	1.4	1	5	-4	9	4	7	-13	0
27	CC(C)C(=O)NNC(=O)CSc1nnnn1C(C)C	-0.3	-7	0	2	2	6	-1	0	-2
28	CNC(=O)c1ccc(C)c(NC(=O)C2=C(C)OCCS2)c1	-2.0	4	6	8	3	-8	-1	1	-6
29	COC(CNC(=O)c1cn(C)c2ccc(S(=O)(=O)N(C)C3CCCCC3)cc2c1=O)OC	0.0	0	3	-5	-5	0	-3	-11	-2
30	CCC(CC)C(=O)NN(C(=O)c1ccncc1)C1CC(=O)N(c2ccccc2)C1=O (stereo not drawn)	0.1	-4	5	0	0	8	-2	1	-2

Continued, starting with the last five of the part before.
#	Molecule	MEX-5 binding	PAD4 inh	Bcl-xL primary	Fam108B counter	MCL1 BIM primary	GLD-1 RNA inh	GSTO1 inh	PME-1 inh	TPT1 inh
26	Cc1ccc(Cc2nnc3n(-c4cccc(C)c4)nc(C(=O)c4ccccc4)n3c2=O)cc1	1.4	1	5	-4	9	4	7	-13	0
27	CC(C)C(=O)NNC(=O)CSc1nnnn1C(C)C	-0.3	-7	0	2	2	6	-1	0	-2
28	CNC(=O)c1ccc(C)c(NC(=O)C2=C(C)OCCS2)c1	-2.0	4	6	8	3	-8	-1	1	-6
29	COC(CNC(=O)c1cn(C)c2ccc(S(=O)(=O)N(C)C3CCCCC3)cc2c1=O)OC	0.0	0	3	-5	-5	0	-3	-11	-2
30	CCC(CC)C(=O)NN(C(=O)c1ccncc1)C1CC(=O)N(c2ccccc2)C1=O (stereo not drawn)	0.1	-4	5	0	0	8	-2	1	-2
31	CN(C)S(=O)(=O)c1cccc(NC(=O)c2cc3c(=O)n4ccccc4nc3s2)c1	0.6	0	4	8	-1	4	-2	5	-2
32	Nc1ccc(C(=O)Nc2cccc(NC(=O)c3ccc(N)cc3)c2)cc1	3.5	-4	2	5	-5	8	5	5	-1
33	C=CCNc1ncnc2c1ncn2C1OC(CO)C(O)C1O (stereo not drawn)	-0.8	-5	-2	0	-6	7	-1	3	-1
34	CCC(=O)Nc1nonc1-c1nc2ccccc2n1CCC(C)C	1.8	1	2	0	1	1	-20	-5	-1
35	CC(=O)NC(c1ccco1)c1cc(F)c2cccnc2c1O (stereo not drawn)	.	-4	8	.	15	-1	.	0	.
36	CC(C)[C@H](NC(=O)OCc1ccccc1)C(=O)OCC(=O)Nc1ccc(N2CCOCC2)cc1	-0.4	3	-9	-1	-20	1	11	-2	2
37	Cc1cc(/C=C(/C#N)c2cccc(F)c2)c(C)n1-c1cccnc1	-1.2	-2	2	1	-3	1	-7	2	0
38	CC(=O)O[C@@H]1[C@H]2[C@@H](C[C@@H](C)[C@@H]3C=CC(=O)[C@@]13C)OC(=O)[C@@H]2C	1.0	1	4	-1	4	1	8	3	-5
39	O=C(Cn1cc(C(F)(F)F)cc(Cl)c1=O)NCCc1ccc(Cl)cc1Cl	.	2	-6	-3	3	6	-1	5	-3
40	CCn1nc(NC(=O)c2ccncc2)c2cc3cccc(C)c3nc21	-5.5	5	-5	-2	-3	4	-2	1	0
41	NC(=O)CSc1nnc(-c2cccnc2)n1Cc1ccccc1	0.5	5	2	-6	5	4	8	3	0
42	COc1cc2c(cc1NC(=O)COC(=O)/C=C/c1ccccc1)oc1ccccc12	-1.4	-3	-3	1	-1	2	10	-2	1
43	O=C(CC1SC(N2CCCCC2)=NC1=O)Nc1cccc(C(=O)Nc2ncccc2O)c1 (stereo not drawn)	-2.0	2	2	4	1	5	4	-1	4
44	CCOc1ccc(CNC(=O)CCC(=O)n2ncc3ccc(Cl)cc32)cc1	0.8	-3	2	-4	9	0	4	-6	-1
45	CCS(=O)(=O)N1CCC(C(=O)Oc2ccc(C)c(C)c2)CC1	-0.7	1	5	-1	10	2	6	0	0
46	CCOc1ccc(NC(=S)NC23CC4CC(CC(C4)C2)C3)cc1	1.7	1	7	-3	10	7	5	1	-9
47	O=C(CSc1n[nH]c(-c2ccncc2)n1)Nc1ccccn1	3.7	0	6	1	4	4	5	-1	-3
48	Cc1ccc(C)c(N(C(=O)Cn2nnc(-c3cccs3)n2)C(C(=O)NC2CCCC2)c2ccncc2)c1 (stereo not drawn)	0.5	3	0	-1	-2	1	1	0	-2
49	Cc1ccc(S(=O)(=O)N2CCCN(S(=O)(=O)c3ccc4ccccc4c3)CC2)cc1	0.1	0	3	-2	-2	5	1	3	1
50	O=C(c1ccc(NS(=O)(=O)c2ccc3[nH]c(=O)[nH]c3c2)cc1)N1CCN(c2ccccc2)CC1	.	-3	1	.	3	5	.	-6	.
51	C=CCN1N=C(/C=C/c2ccccc2)CCC1=O	-0.1	0	0	-5	-5	2	5	-3	-2
52	CN(C)S(=O)(=O)c1cccc(NC(=S)NCc2ccco2)c1	2.0	-1	6	2	10	0	4	0	-1
53	CC(=O)c1ccc(NC(=O)N2CCN(c3ccc(C)cc3)C(C)C2)cc1 (stereo not drawn)	-1.2	-4	2	7	3	-10	-1	1	0
54	Cc1ccc(-c2nc3ccccc3[nH]2)cn1	-0.1	-4	8	1	8	5	-4	0	2
55	CC1=C(C(=O)Nc2ccccc2)C(c2cc(CN3CCOCC3)cs2)C2=C(CCCC2=O)N1 (stereo not drawn)	-1.3	-1	3	-1	9	3	1	-4	1
56	O=C(OC1CO[C@H]2O[C@@H]1[C@H](OC(=O)c1ccccc1)[C@H]2OC(=O)c1ccccc1)c1ccccc1 (stereo partly drawn)	1.8	1	2	-6	1	2	-4	-6	0
57	COc1cc(CCC(=O)OCC(=O)Nc2c(F)cccc2F)cc(OC)c1OC	-0.1	-2	2	-1	8	6	2	2	-2
58	CCOc1ccc(CNC(=O)CS(=O)(=O)Cc2nc(-c3ccc(OC)cc3)oc2C)cc1	0.2	-4	8	0	2	-2	-8	2	1
59	O=C(/C=C1\SC(=O)NC1=O)Nc1ccc(C(=O)O)cc1	-0.9	-4	7	0	4	2	-3	0	-2
60	Cc1c(Cc2ccccc2)c(=O)oc2cc(O)cc(O)c12	2.3	-6	2	5	0	1	-8	7	3
61	Cc1ccc(C(=O)Nc2ccc(O)cc2C(=O)O)cc1C	-2.4	-1	8	-4	-3	5	-20	1	2
62	Cc1cc(-c2ccco2)n(CC(=O)O)n1	0.5	1	8	-1	8	-2	5	-1	-6
63	Cn1c(CN2CCOCC2)nc2cc(NC(=O)c3ccc(F)cc3)ccc21	-2.4	-9	-2	0	4	-1	0	-1	5

3 structures out of the list, sorted by length of the SMILES, high to low.
#	Molecule	MEX-5 binding	PAD4 inh	Bcl-xL primary	Fam108B counter	MCL1 BIM primary	GLD-1 RNA inh	GSTO1 inh	PME-1 inh	TPT1 inh
38	CC(=O)O[C@@H]1[C@H]2[C@@H](C[C@@H](C)[C@@H]3C=CC(=O)[C@@]13C)OC(=O)[C@@H]2C	1.0	1	4	-1	4	1	8	3	-5
30	CCC(CC)C(=O)NN(C(=O)c1ccncc1)C1CC(=O)N(c2ccccc2)C1=O (stereo not drawn)	0.1	-4	5	0	0	8	-2	1	-2
3	CN1CCN(NS(=O)(=O)c2ccc(Cl)s2)CC1	2.9	-5	-1	-2	10	2	-2	4	-1
